Screening results as filed in PubChem BioAssay.
IMP-1 inhibitor: IMP-1 metallo-beta-lactamase inhibitors, primary screen, biochemical, epi-absorbance readout, Pseudomonas aeruginosa enzyme; metallo-beta-lactamase IMP-1 (Pseudomonas aeruginosa); purified IMP-1, nitrocefin hydrolysis, epi-absorbance fluorescence; inhibition, % at 5.6 µM; 290,000 tested, 0.45% active;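 active = inhibition above the mean plus 3 SD of all compounds in the same screening run, cut at about 4.5% in these data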;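 note: 0% = IMP-1 with DMSO and 100% = DMSO wells lacking enzyme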
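System: purified IMP-1 / Input: IMP-1 dispensed at 0.2 nM / Medium: 50 mM HEPES pH 7.1, 50 µM ZnSO4, 0.05% Brij 35 / Timing: 15 min enzyme–compound preincubation, then 25 min nitrocefin reaction, 25 °C / Technique: plate fluorescence quenching by hydrolysis product, ex 480/em 530 nm / Repeats: singlicate testing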
NS3 helicase inh: inhibitors of HCV NS3 helicase, primary screen, biochemical, Cy5 molecular beacon fluorescence | NS3 helicase DNA unwinding | inhibition, % at 10.9 µM | 290,000 tested, 0.56% active | AID 1800, 2009;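 active = inhibition above the mean of all tested compounds plus 3 SD, set per campaign, cut at about 35% in these data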;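 note: 0% = DMSO wells and 100% = thioflavine S control wells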
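test system = hepatitis C virus NS3 helicase domain fragment enzyme | reagent = annealed dual-labelled DNA beacon duplex, ATP-started | times = 1 h at 25 °C | detection = Cy5 fluorescence, 0 and 60 min reads | read-out basis = percent inhibition from t60/t0 fluorescence ratio | control set = DMSO and thioflavine S | replication = one well per compound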
UBC9 SUMO inh: inhibitors of in vitro SUMOylation cascade, primary screen, biochemical, HTRF, uHTS | inhibition, % at 35 µM | HTRF SUMOylation assay, SAE1/SAE2 + UBC9 | 290,000 tested, 0.36% active | SUMO-conjugating enzyme UBC9 (Homo sapiens), P63279 | AID 2006, 2009; in the data active = inhibition above about 50%, passing the limit was not always enough; note: strong numbers were not always called active
Target sequence (P63279 whole entry, looked up): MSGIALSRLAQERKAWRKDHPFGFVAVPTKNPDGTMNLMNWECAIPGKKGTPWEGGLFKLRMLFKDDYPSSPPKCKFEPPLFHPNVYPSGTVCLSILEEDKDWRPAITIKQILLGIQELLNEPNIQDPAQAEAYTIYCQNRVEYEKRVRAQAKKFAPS
VIM-2 inhibitor: VIM-2 metallo-beta-lactamase inhibitors, primary screen, biochemical, epi-absorbance readout, Pseudomonas aeruginosa enzyme. purified VIM-2, nitrocefin hydrolysis, epi-absorbance fluorescence. inhibition, % at 5.6 µM. 290,000 tested, 0.89% active;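 active = inhibition above the mean of all tested compounds plus 3 SD, cutoff set per screening run, cut at about 7.5% in these data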;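 note: red hydrolysis product quenches plate fluorescence so inhibitors raise well fluorescence; 0% = enzyme with DMSO and 100% = DMSO without enzyme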
pCIP destab: p/CIP-EGFP fusion destabilizers, primary screen, fluorescence, F442A cells | Q05BA5 | 16 h | decrease of EGFP signal, % at 10 µM | 290,000 tested, 0.01% active | AID 1984, 2009;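 active = EGFP signal decrease of at least 30% at 10 µM or well 3 SD below plate mean, unless failing retest; inactive = the rest, including hits failing retest or dose response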; note: some compounds called inactive have numbers as strong as hits; many of its hits are not listed in these tables
IDE cell inh: human IDE inhibitors in live cells, primary screen, fluorescence polarization, HEK cells, FAbetaB substrate. inhibition, % at 5.59 µM. FAbetaB cleavage. 320,000 tested, 0.41% active. Insulin-degrading enzyme (Homo sapiens), P14735;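 active = percent inhibition above the average of all tested compounds plus 3 SD, set per screening campaign, cut at about 16% in these data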;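 note: IDE supplied by intact live HEK cells; FP after avidin binding of uncleaved biotin substrate so inhibition keeps polarization high; 0% = DMSO wells and 100% = 60 µM reference IDE inhibitor Ii1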
IDE cell activ: human IDE activators in live cells, primary screen, fluorescence polarization, HEK cells, FAbeta-B substrate; 340,000 tested, 0.073% active; activation, % at 5.96 µM; FAbeta-B cleavage; 0% vehicle, 100% cell-free pure enzyme wells; Insulin-degrading enzyme (Homo sapiens), P14735;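 active = activation above the mean of all tested compounds plus 3 SD, set per screening campaign, cut at about 17% in these data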
GalR3 antag: GalR3 antagonists in HEK293 cells, primary screen, cell-based, fluorescence readout. Galanin receptor type 3 (Homo sapiens), O60755. HEK293 GalR3-CNG cAMP membrane potential fluorescence; galR3 body fused to GalR1 C-terminus. inhibition, % at 3 µM. 360,000 tested, 0.44% active;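 active = inhibition above the screen-wide average plus 3 SD, cut at about 13% in these data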;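 note: forskolin and galanin both at EC90 stimulate the cells; cAMP rise reported by CNG channel membrane potential dye signal; 0% = forskolin plus galanin with DMSO and 100% = forskolin alone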
Target sequence (O60755 1-299 limits assumed): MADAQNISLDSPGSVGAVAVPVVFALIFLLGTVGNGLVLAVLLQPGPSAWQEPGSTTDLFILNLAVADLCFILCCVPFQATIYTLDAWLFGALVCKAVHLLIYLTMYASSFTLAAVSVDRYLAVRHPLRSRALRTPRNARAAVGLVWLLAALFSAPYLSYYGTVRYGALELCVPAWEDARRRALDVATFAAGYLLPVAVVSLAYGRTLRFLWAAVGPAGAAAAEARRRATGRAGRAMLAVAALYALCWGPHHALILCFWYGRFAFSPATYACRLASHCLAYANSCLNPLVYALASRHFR
CRFBP-R2 block: antagonists of CRF-BP/CRF-R2 complex, primary screen, cell-based, HEK293, calcium dye fluorescence, uHTS; AID 588475, 2011; CRF-induced calcium fluorescence; inhibition, % at 11.8 µM; 350,000 tested, 0.59% active;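 active = inhibition of the ligand-induced calcium signal above about 50% at the single tested concentration, limit read from the data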
* hit, by the source's call; nt = no result given.

SMILES | IMP-1 inhibitor | NS3 helicase inh | UBC9 SUMO inh | VIM-2 inhibitor | pCIP destab | IDE cell inh | IDE cell activ | GalR3 antag | CRFBP-R2 block
COCCNC(=S)Nc1cc(OC)c(NC(=O)c2ccco2)cc1OC | -2.7 | 2.5 | 4.7 | -1.8 | 5.4 | 0.5 | -1.1 | -5.5 | 9.7
N#Cc1ccc(C(=O)NC23CC4CC(CC(C4)C2)C3)cc1 | 0.5 | -13.2 | 9.3 | 1.2 | 2.6 | -3.3 | 2.8 | -11.5 | -6.5
Nc1nnnn1/N=C/c1cccc(Br)c1 | -1.7 | -2.7 | 1.4 | 0.9 | -0.5 | -1.4 | -4.3 | 8.6 | 21.8
O=S(=O)(Nc1cccc2nsnc12)c1ccccc1 | 0.3 | 11.6 | 20.9 | -0.1 | -16.0 | 2.8 | 0.8 | -10.6 | -4.7
COc1ccc(-c2sc3ccc(OC)cc3c2C#Cc2cncn2C)cc1 | nt | nt | nt | nt | nt | 5.9 | -1.8 | -4.7 | -7.0
Cn1c(C(=O)NCc2ccccn2)cc2c(=O)n(C)c3ccccc3c21 | 1.9 | -5.5 | 3.8 | 15.6* | -2.3 | 0.2 | -3.4 | 1.8 | 0.2
COCCNc1nc(C)cc(-c2cc(-c3ccc(Cl)cc3)on2)n1 | nt | nt | -5.0 | nt | -1.6 | -0.8 | -0.7 | -2.4 | 16.2
O=C(CCl)N1N=C(c2ccco2)CC1c1ccco1 (stereo not given) | 0.2 | 27.6 | 12.2 | -0.2 | 4.2 | 1.6 | 1.0 | -10.9 | -7.9
COc1ccc2c(-c3cc4ccc(OCc5ccc(F)cc5)cc4oc3=O)cc(=O)oc2c1 | -4.6 | 2.9 | -0.6 | -1.5 | 6.0 | 2.4 | 4.5 | -0.8 | 5.1
O=C(NNC(=O)c1cccc(C(F)(F)F)c1)c1ccc(-n2cnnn2)cc1 | nt | nt | nt | nt | nt | -4.4 | 3.2 | -3.0 | 12.1
Cc1c(C(=O)OC2CCCC2C)[nH]c2c1C(=O)CCC2 (stereo not given) | 0.6 | -3.4 | -0.5 | -1.6 | -4.0 | 3.6 | -0.7 | -2.5 | 1.2
Cc1c(Br)c([N+](=O)[O-])nn1C(C)C(=O)NCc1cccnc1 (stereo not given) | -1.0 | 4.8 | 10.1 | -5.7 | -5.2 | -4.1 | 4.9 | -4.6 | 11.6
O=C1c2ccccc2NC(c2ccc(F)cc2)N1Cc1ccccc1 (stereo not given) | -4.1 | 8.0 | 17.2 | -4.0 | -15.1 | 0.0 | -4.9 | -7.7 | -0.8
O=C(O)c1ccc(S(=O)(=O)N(Cc2ccc(F)cc2)C2CCCCC2)cc1 | -4.2 | 21.3 | 8.7 | -2.2 | -12.7 | 6.6 | 4.8 | -3.7 | 13.8
CCC(C)NC(=S)N(CCc1ccccc1)Cc1cc2cc(OC)c(OC)cc2[nH]c1=O (stereo not given) | -1.8 | 1.1 | 37.7 | -1.9 | -13.7 | 0.3 | -5.3 | -4.2 | 13.8
COc1cc(-c2nc(-c3ccc(NC(=O)c4ccc(Br)o4)cc3)no2)cc(OC)c1OC | 0.6 | -2.8 | 17.1 | -4.5 | 2.3 | 2.8 | 8.5 | -2.8 | -14.6
CC(C)(C)C1CCc2[nH]nc(C(=O)O)c2C1 (stereo not given) | 3.6 | 36.6* | 7.1 | 1.2 | 1.5 | 3.1 | 2.7 | 2.0 | -14.0
CCOC(=O)c1sc(N(Cc2ccccc2)C(=O)COC(=O)c2cnccn2)nc1C | -2.2 | 9.8 | -3.6 | -3.0 | -10.5 | -0.2 | -1.9 | -0.9 | -9.4
Oc1ccc(-c2csc(-c3cccnc3)n2)cc1O | -0.8 | -10.2 | 2.2 | 4.0 | -10.2 | 3.0 | 4.3 | 7.1 | -0.6
CC(/C=N/n1c(-c2ccco2)n[nH]c1=S)=C\c1ccccc1 | -3.0 | 7.1 | 13.0 | 13.3* | -8.8 | 7.4 | -6.8 | 1.3 | 4.0

Structures listed so far that bear a hit mark in NS3 helicase inh.
SMILES | IMP-1 inhibitor | NS3 helicase inh | UBC9 SUMO inh | VIM-2 inhibitor | pCIP destab | IDE cell inh | IDE cell activ | GalR3 antag | CRFBP-R2 block
CC(C)(C)C1CCc2[nH]nc(C(=O)O)c2C1 (stereo not given) | 3.6 | 36.6* | 7.1 | 1.2 | 1.5 | 3.1 | 2.7 | 2.0 | -14.0

The listing picks up with the 2 entries that preceded the break.
SMILES | IMP-1 inhibitor | NS3 helicase inh | UBC9 SUMO inh | VIM-2 inhibitor | pCIP destab | IDE cell inh | IDE cell activ | GalR3 antag | CRFBP-R2 block
Oc1ccc(-c2csc(-c3cccnc3)n2)cc1O | -0.8 | -10.2 | 2.2 | 4.0 | -10.2 | 3.0 | 4.3 | 7.1 | -0.6
CC(/C=N/n1c(-c2ccco2)n[nH]c1=S)=C\c1ccccc1 | -3.0 | 7.1 | 13.0 | 13.3* | -8.8 | 7.4 | -6.8 | 1.3 | 4.0
O=C(Nc1c(Cl)ccc2nsnc12)c1ccc([N+](=O)[O-])o1 | -2.0 | 2.8 | -2.1 | 0.0 | -2.4 | 1.5 | 1.6 | -0.6 | 1.5
CC1C(=O)C(C)C(c2ccco2)NC1c1ccco1 (stereo not given) | -3.7 | 0.2 | -0.4 | -2.8 | 3.5 | -2.3 | 0.8 | -0.9 | 38.4
COc1ccc(NC(=O)CSc2nc(=O)n(CCN(C)C)c3c2CCCC3)cc1OC | nt | nt | nt | nt | nt | 0.0 | 2.4 | -1.3 | 0.6
Cc1ccc(S(=O)(=O)n2cnc3cc([N+](=O)[O-])ccc32)c(C)c1C | -1.0 | -4.6 | 10.1 | -0.2 | 1.6 | -0.4 | 2.0 | -4.3 | 22.8
COc1cc(S(=O)(=O)N(Cc2ccccc2)Cc2ccccn2)ccc1-n1cnnn1 | -1.7 | -2.5 | -23.5 | -4.9 | 0.6 | 2.4 | -9.9 | -2.3 | -38.0
CC(C)(O[C@@H]1O[C@H](CO)[C@@H](O)[C@H](O)[C@H]1O)[C@H]1Cc2cc3ccc(=O)oc3cc2O1 | -3.7 | 7.6 | 5.6 | -1.6 | -15.8 | 0.1 | 2.1 | -5.9 | 22.9
NC(=O)C1Cc2ccccc2CN1C(=O)c1cccc(Oc2ccccc2)c1 (stereo not given) | -0.7 | -8.4 | 1.0 | 0.7 | -12.4 | -0.4 | 4.2 | -9.2 | -4.7
CCN1CCN(Cc2nc3c(c(=O)n(C)c(=O)n3C)n2CC(=O)c2ccccc2)CC1 | -1.4 | 7.7 | 1.1 | -2.8 | -0.7 | -1.6 | 6.2 | nt | -17.1
O=C(CC1SC2=NCCN2C1=O)Nc1ccc(Br)cc1 (stereo not given) | -1.5 | 0.3 | 7.1 | -2.3 | -4.1 | 4.3 | 5.2 | -5.5 | -7.2
COc1ccc(NC(=O)CCC(=O)OCc2ccc([N+](=O)[O-])cc2)cc1 | -3.0 | -3.9 | 3.2 | -1.4 | -8.0 | -1.6 | 2.5 | -5.9 | 12.4
COc1cc(OC)cc(C(=O)NC2CCSC2=O)c1 (stereo not given) | -3.0 | 10.5 | 5.3 | -1.5 | -11.9 | 3.4 | 6.6 | -3.2 | 1.8
O=C(CC1CCCC1)Nc1cc(C(F)(F)F)ccc1-n1cncn1 | nt | nt | nt | nt | nt | 4.3 | 1.0 | -0.7 | -2.7
O=C1C(Cl)=C(NC2CCCCC2)C(=O)N1c1ccc(Cl)cc1 | -2.9 | 5.7 | 5.9 | -2.8 | -5.1 | -1.8 | -2.3 | -5.6 | -44.0
Cc1occc1-c1nnc(SCC(=O)NC(=O)NC(C)C)n1N | -4.7 | -9.8 | 10.7 | -0.7 | -24.9 | 6.4 | 6.5 | 1.2 | -1.3
O=C(CN1C(=O)COc2ccc(S(=O)(=O)N3CCOCC3)cc21)NCc1ccccn1 | 1.0 | 6.0 | 2.5 | 2.4 | -3.7 | 0.6 | 8.2 | 5.0 | 4.7
O=C(N/N=C/c1ccccn1)c1cc(-c2ccc3ccccc3c2)n[nH]1 | -4.1 | -3.0 | -22.7 | -2.0 | -7.4 | 6.2 | -1.7 | -3.3 | 0.9
CSc1nnc(C2CCCN2)n1C (stereo not given) | 0.0 | -3.9 | 22.3 | -2.2 | -12.2 | 1.7 | 1.3 | -2.5 | 11.2
COCCNC(=O)CSc1nc2ccccc2c(=O)n1CCCC(=O)NCc1ccccc1 | -0.1 | 2.5 | 22.0 | -1.3 | 3.5 | 2.7 | -1.3 | -5.5 | 9.5
COC(=O)C1CC(=O)c2ccsc2C1 (stereo not given) | -3.6 | -1.5 | 15.5 | -2.6 | -2.9 | 6.7 | -4.7 | 6.6 | -2.6
Cc1ccc(-c2noc(CN3CCN(Cc4ccccc4)CC3)n2)cc1 | -1.8 | -4.0 | -12.7 | -1.2 | -7.4 | 8.3 | -4.1 | -5.0 | -9.8
O=C(CSc1ccc(F)cc1)Nc1ccc(N2CCOCC2)cc1 | -2.9 | 4.5 | 8.3 | -0.5 | -9.3 | 0.0 | 8.2 | -1.9 | 4.1
O=C(C1CCN(S(=O)(=O)N2CCOCC2)CC1)N1CCc2ccccc21 | -3.3 | -2.1 | 7.0 | -3.8 | -2.6 | 2.7 | nt | 2.3 | -4.3
CCOC(=O)C1CCN(C(=O)N(CC)CC)CC1 | -3.1 | 6.7 | -6.0 | -3.9 | -4.6 | -0.9 | 4.1 | -1.5 | -0.1
COCCCNC(=O)CCc1nnc2ccc(N3CCC(C)CC3)nn12 | -1.2 | 9.0 | 6.1 | -3.8 | 3.9 | 0.0 | 3.7 | -2.3 | -2.7
S=C(NCCCN1CCOCC1)Nc1ccc(N2CCOCC2)cc1 | -3.7 | 4.3 | 10.7 | -0.8 | 6.4 | -6.7 | 6.2 | -4.9 | 3.1
CCCCC[C@H]1CN(CCCC)C(=O)[C@@H]1CC(=O)NCc1ccccc1 | -1.1 | -15.8 | 5.6 | -0.3 | -7.6 | 2.0 | -2.2 | -6.2 | 1.9
COC(=O)c1ccc(/C=C/C(=O)c2ccc(OC)cc2)cc1 | -2.1 | -4.2 | 4.7 | -0.6 | -8.6 | 0.2 | -10.5 | -4.9 | 14.7
CC(=O)NCc1ccc(C(=O)CCl)s1 | -1.6 | -3.1 | 9.5 | -2.7 | -10.6 | 7.2 | 1.2 | -1.3 | 10.7
CCN1C(=O)N[C@H](c2ccc(Br)cc2)C(C(C)=O)=C1C | 0.1 | 3.9 | 10.9 | -0.8 | -7.9 | 3.2 | 5.1 | 0.6 | -8.7
CC#CC[N+](C)(C)CCCCCCCC | -1.9 | 2.2 | 16.7 | -1.7 | -17.1 | 3.6 | 4.4 | -6.2 | 1.7
